TbHK1 inh = blocks Trypanosoma brucei hexokinase 1 activity; recombinant TbHK1, G6PDH-coupled NADH A340; inhibition, % at 10 µM; 220,000 tested, 0.11% active; AID 1430;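 active = inhibition of 50% or more in the single-dose primary screen; inactive = inhibition below 50%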
Furin inh = blocks human furin protease activity. inhibition, % at 30 µM. purified furin, fluorogenic substrate cleavage. 220,000 tested, 0.061% active. P09958; in the data active = inhibition above about 25%; also: inactives centre near -15
PPC-1+TRAIL kill = kills PPC-1 cancer cells in the presence of TRAIL | 220,000 tested, 0.41% active | PPC-1 cells + TRAIL, ATPLite viability luminescence | cell killing (% activity), % at 4 µM;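 active = cell killing above 50% in the first pass at 4 µM, then a duplicate retest at 5 µM averaging 50% or more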;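 also: plate controls were cells with TRAIL plus DMSO for no effect and medium-only wells lacking cells for full effect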
PGE2 EP2 inh = EP2 receptor (human) inhibition; P43116; C6 glioma cells expressing human EP2, cAMP TR-FRET; cells stimulated with saturating PGE2; inhibition, % at 25 µM; 260,000 tested, 0.52% active;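 active = percent inhibition above 40 after rounding to a whole number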;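 also: rat C6 glioma host cells with rolipram phosphodiesterase inhibitor present; the protocol text gives 20 µM as final concentration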
Target sequence (P43116 whole entry, looked up): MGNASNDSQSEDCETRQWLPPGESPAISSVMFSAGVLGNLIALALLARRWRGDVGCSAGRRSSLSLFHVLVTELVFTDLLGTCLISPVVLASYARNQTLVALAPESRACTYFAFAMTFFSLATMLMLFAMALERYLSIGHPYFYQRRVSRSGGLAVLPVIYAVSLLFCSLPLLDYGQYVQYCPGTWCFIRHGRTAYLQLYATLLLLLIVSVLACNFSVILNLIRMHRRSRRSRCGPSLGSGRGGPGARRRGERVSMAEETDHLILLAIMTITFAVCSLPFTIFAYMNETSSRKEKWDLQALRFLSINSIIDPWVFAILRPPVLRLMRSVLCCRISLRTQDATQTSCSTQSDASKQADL
Ba/F3 V617F tox = reduce viability of Ba/F3 cells dependent on JAK2V617F | Ba/F3 EpoR-JAK2V617F viability, ATP luminescence | inhibition, % at 5.6 µM | 220,000 tested, 1.1% active;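 active = inhibition above the campaign mean plus 3 SD over all tested compounds, cut at about 24% in these data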;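 also: cytokine-independent growth of Ba/F3 cells driven by EpoR plus mutant JAK2; 0% = DMSO-treated cells and 100% = JAK inhibitor I control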
p97 ATPase inh = blocks human p97 ATPase activity; recombinant p97 ATPase, Kinase-Glo ATP luminescence, 3 h; AID 1481; P55072; 220,000 tested, 0.42% active; inhibition, % at 8 µM; in the data active = inhibition above about 15%;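 also: 0% = DMSO vehicle and 100% = wells lacking enzyme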
NCF1 inh = blocks human p47phox regulatory protein of NADPH oxidases; P14598; p47phox/p22phox peptide binding, fluorescence polarization, 2 h; inhibition, % at 24.7 µM; 220,000 tested, 0.53% active; AID 1274;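 active = inhibition above about 30%, limit read from the data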;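 also: 0% = p47phox with labelled peptide and 100% = labelled peptide alone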
Target sequence (P14598 whole entry, looked up): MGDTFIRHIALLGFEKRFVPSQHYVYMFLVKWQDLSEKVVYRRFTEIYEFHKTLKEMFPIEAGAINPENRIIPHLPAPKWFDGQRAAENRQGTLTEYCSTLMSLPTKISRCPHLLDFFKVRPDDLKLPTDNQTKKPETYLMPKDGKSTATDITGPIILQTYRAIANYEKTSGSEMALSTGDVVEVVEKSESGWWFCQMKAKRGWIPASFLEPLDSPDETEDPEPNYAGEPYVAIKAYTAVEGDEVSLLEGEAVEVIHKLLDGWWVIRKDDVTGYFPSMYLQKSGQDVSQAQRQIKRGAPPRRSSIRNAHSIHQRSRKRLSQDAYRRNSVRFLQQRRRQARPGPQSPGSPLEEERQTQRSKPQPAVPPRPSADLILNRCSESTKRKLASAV
RBBP9 inhibitor = inhibitors of human serine hydrolase RBBP9. inhibition, % at 7.94 µM. 220,000 tested, 0.2% active. recombinant RBBP9, FP-Rh probe fluorescence polarization. O75884;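 active = inhibition above the campaign mean of all tested compounds plus 3 SD, cut at about 14% in these data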;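 also: plate controls were DMSO wells with RBBP9 for no effect and wells lacking RBBP9 protein for full effect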
Target sequence (O75884 whole entry, looked up): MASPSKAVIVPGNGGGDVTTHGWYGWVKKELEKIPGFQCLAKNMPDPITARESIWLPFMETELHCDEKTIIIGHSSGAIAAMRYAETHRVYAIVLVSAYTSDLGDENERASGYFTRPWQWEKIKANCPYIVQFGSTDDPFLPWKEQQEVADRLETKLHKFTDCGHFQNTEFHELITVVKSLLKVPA
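System: RBBP9 protein / Quantity: 2.5 µM RBBP9 dispensing solution, before mixing / Also added: Serine-hydrolase probe FP-Rh, 375 nM pre-mixing / Dosing: 7.94 µM single dose, 0.794% DMSO / Timing: enzyme-compound preincubation 30 min, then probe labeling 45 min, 25 °C / Signal: FP readout at 525/598 nm / Controls: DMSO-treated enzyme wells and wells lacking RBBP9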
BaF3 parental = parental Ba/F3 viability inhibition as JAK2V617F counter-screen; CellTiter-Glo ATP luminescence; inhibition, % at 5.6 µM; 220,000 tested, 1.1% active; AID 1486;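 active = inhibition above a per-campaign cutoff, the mean inhibition of all tested compounds plus 3 SD, cut at about 27% in these data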;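 also: 0% = DMSO wells and 100% = JAK Inhibitor I control wells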
Starred values were filed as active, the others as inactive; · = not tested or not shown; & = joins results of further samples; [ ] = another dose, or the depositor's remark. The list is partial; the hit share may differ from the screen's.

1: Cc1ccc(-c2csc(N(CCCN3CCOCC3)C(=O)c3ccco3)n2)cc1
2: CC1CC1C(=O)OCC(=O)NC(=O)NCc1ccco1 (stereo unspecified)
3: Cc1cc(C(=O)CSc2n[nH]c(N)n2)c(C)n1-c1ccccc1
4: CN(C(=O)c1ccc(C#N)cc1)c1nnc(-c2ccccn2)s1
5: Cc1ccc(Cn2c(=O)sc3ccccc3c2=O)cc1
6: Brc1ccc(-c2csc(Nc3nc(-c4ccc(Br)cc4)cs3)n2)cc1
7: Cc1ccc(S(=O)(=O)N2CCN(C(=O)c3ccccc3)C2)cc1[N+](=O)[O-]
8: Cc1ccc(C2=N/C(=C\c3c(C)nn(-c4ccccc4)c3N3CCCC3)C(=O)O2)cc1

screen / no.	1	2	3	4	5	6	7	8
TbHK1 inh	-16	9	-12	4	1	-35	-6	-22
Furin inh	0	-14[20 µM]	-3[20 µM]	-18[20 µM]	-28[20 µM]	-19	-24	-5
PPC-1+TRAIL kill	5	11	21	12	11	14	10	15
PGE2 EP2 inh	17	14	5	17&9	9	6	16	3
Ba/F3 V617F tox	-3	-2	-1	-4	-4	2	-4	3
p97 ATPase inh	-5	4	2	-1	2	4	5	-2
NCF1 inh	-19	-8	-19	-47	-9	-13	-5	-90
RBBP9 inhibitor	-4	-9	4	1	-7	-4	-5	-3
BaF3 parental	4	2	2	0	4	-1	3	8

Laid out differently: results already given.
Second line of a record – TbHK1 inh | Furin inh | PPC-1+TRAIL kill | PGE2 EP2 inh | Ba/F3 V617F tox | p97 ATPase inh | NCF1 inh | RBBP9 inhibitor | BaF3 parental
1: Cc1ccc(-c2csc(N(CCCN3CCOCC3)C(=O)c3ccco3)n2)cc1
→ -16 | 0 | 5 | 17 | -3 | -5 | -19 | -4 | 4
8: Cc1ccc(C2=N/C(=C\c3c(C)nn(-c4ccccc4)c3N3CCCC3)C(=O)O2)cc1
→ -22 | -5 | 15 | 3 | 3 | -2 | -90 | -3 | 8
5: Cc1ccc(Cn2c(=O)sc3ccccc3c2=O)cc1
→ 1 | -28[20 µM] | 11 | 9 | -4 | 2 | -9 | -7 | 4

Entries listed so far that contain a furan ring, fused or not:
1: Cc1ccc(-c2csc(N(CCCN3CCOCC3)C(=O)c3ccco3)n2)cc1
2: CC1CC1C(=O)OCC(=O)NC(=O)NCc1ccco1 (stereo unspecified)

screen / no.	1	2
TbHK1 inh	-16	9
Furin inh	0	-14[20 µM]
PPC-1+TRAIL kill	5	11
PGE2 EP2 inh	17	14
Ba/F3 V617F tox	-3	-2
p97 ATPase inh	-5	4
NCF1 inh	-19	-8
RBBP9 inhibitor	-4	-9
BaF3 parental	4	2

Carrying on:
9: O=C(CSc1nnc(C2COc3ccccc3O2)o1)N1CCCc2ccccc21 (stereo unspecified)
10: O=C(C1CC1)N1CCc2cc(Br)cc(S(=O)(=O)N3CCN(c4ccccn4)CC3)c21
11: O=C(O)CCc1nn2cnc3sc4c(c3c2nc1=O)CCCC4
12: Cc1cccc(NS(=O)(=O)c2ccc3[nH]c(=O)cc(C(=O)OC(C)C(=O)Nc4ccc([N+](=O)[O-])cc4)c3c2)c1 (stereo unspecified)
13: COc1ccccc1N1CCN(c2ccc(-c3ccccc3)nn2)CC1
14: CC(C)(O)C#Cc1ccc(C(=O)N2CCN(c3ccc(Cl)cc3)CC2)cc1
15: COc1ccc(C2Nc3ccccc3C(=O)N2Cc2ccco2)cc1COc1ccccc1F (stereo unspecified)
16: CCC(c1nnnn1Cc1ccco1)N(CCN1CCOCC1)Cc1cc2cc(C)ccc2[nH]c1=O (stereo unspecified)

screen / no.	9	10	11	12	13	14	15	16
TbHK1 inh	2	-3	-21	-19	-1	-4	-8	-20
Furin inh	-25[20 µM]	-15	-24[20 µM]	-9	-11	-20	-16[20 µM]	-27
PPC-1+TRAIL kill	5	12	25	17	37	·	18	-1
PGE2 EP2 inh	17	14	8	4	14&14	16	15	13
Ba/F3 V617F tox	1	-2	-1	-1	72*	-2	2	-3
p97 ATPase inh	-1	4	3	12	-9	2	-4	5
NCF1 inh	-17	0	-6	-16	4	-6	-42	-16
RBBP9 inhibitor	0	-5	3	-36	-4	4	-9	8
BaF3 parental	4	5	3	3	74*	0	2	3

17: CCN1CCN(Cc2c(O)ccc3c2O/C(=C\C=C\c2ccccc2)C3=O)CC1
18: COc1ccccc1-n1cnnc1SCC(=O)Nc1cccnc1Cl
19: O=C(c1ccc2c3c(cccc13)C(=O)N(O)C2=O)N1CCCCC1
20: Cc1ccccc1N1C(=O)C2ON(c3ccccc3)C(c3ccco3)C2C1=O (stereo unspecified)
21: Clc1ccc(OCCSCc2nc3ccccc3[nH]2)cc1
22: Cc1cccc(C(=O)Nc2sc3c(c2C(=O)O)CCC3)c1
23: Cc1cc(C)c(C#N)c(Sc2ccc(N)cc2)n1
24: CCNC(=O)/C(=C\C=C\c1ccccc1)NC(=O)c1ccc(Br)o1

screen / no.	17	18	19	20	21	22	23	24
TbHK1 inh	-11	-2	-50	-7	4	7	31	-49
Furin inh	15	-15	10	-14	-12[20 µM]	-7	-16	2
PPC-1+TRAIL kill	19	30	5	-18	9	-6	-2	13
PGE2 EP2 inh	9	12	9	9	20	9	7	10
Ba/F3 V617F tox	3	-2	6	1	0	-5	-5	-1
p97 ATPase inh	-2	1	-1	4	-5	4	4	4
NCF1 inh	-69	-5	-7	-9	-13	-9	-12	-6
RBBP9 inhibitor	-9	-4	-4	-5	-3	10	-3	-6
BaF3 parental	10	2	7	-3	7	0	-4	6

Some values from the entries so far.
NCF1 inh with no. 24 is entered as -6
PGE2 EP2 inh with no. 17 is entered as 9
Ba/F3 V617F tox with no. 23 is entered as -5
PGE2 EP2 inh with no. 21 is entered as 20

(next part)
25: CCOC(=O)N1CCC(Nc2nc(OC)nc(OC)n2)CC1
26: Cn1c(=O)c2c(nc(CN3CCOCC3)n2Cc2ccccc2)n(C)c1=O
27: COC(=O)N(NC(=O)C(O)(c1ccccc1)c1ccccc1)c1ccc(C)cc1
28: Cc1cc(C)c2c(C)[nH]nc2n1
29: Cc1cc(Cl)ccc1C(=O)C1CCCN(C(=O)c2ccc3ncccc3c2)C1 (stereo unspecified)
30: COC(=O)c1cc(C#N)c(N(C)Cc2ccccc2)nc1C
31: COc1ccc(-c2nn(C)c(=O)c3ccccc23)cc1NS(C)(=O)=O
32: O=C(O)c1cnc(-c2ccccc2)nc1Oc1ccc(Cl)cc1

screen / no.	25	26	27	28	29	30	31	32
TbHK1 inh	8	1	12	-1	3	-4	-5	-4
Furin inh	-22[20 µM]	-15[20 µM]	1	-21	-17	-6[20 µM]	-13	-21
PPC-1+TRAIL kill	-10	·	10	21	-11	11	-2	-12
PGE2 EP2 inh	12	·	6	6	7	9	10	1
Ba/F3 V617F tox	-1	-1	2	-2	0	-4	3	0
p97 ATPase inh	-2	-1	-3	4	0	0	4	6
NCF1 inh	3	·	-6	-5	1	8	-21	-14
RBBP9 inhibitor	-3	-5	3	14	-3	-5	-11	-6
BaF3 parental	8	3	5	0	6	1	2	9

33: O=C(N1CCN(c2ccccc2)CC1)C12CC3CC(CC(C3)C1)C2
34: CCOC(=O)C(C)Sc1nc(-c2cccs2)ccc1C#N (stereo unspecified)
35: Cc1ccc(-c2cc(-c3n[nH]c(=S)n3C)c3ccccc3n2)cc1
36: CCOC(=O)C1(Cc2ccccc2C(F)(F)F)CCN(C(=O)c2cc(C)n(C)n2)CC1
37: Cc1cc(C)c(S(=O)(=O)N2CCOCC2)cc1NS(=O)(=O)c1cc(OCC(N)=O)c(C)cc1Cl
38: O=C(Nc1ccc(Cl)c(Cl)c1)Nc1cc(C(=O)N2CCOCC2)ccc1N1CCCCC1
39: CC(C)C(NC(=O)c1ccccc1Cl)C(=O)OCc1nc2scc(-c3ccccc3Cl)c2c(=O)[nH]1 (stereo unspecified)
40: Cc1ccc(C)c(SCC(=O)OCC(=O)Nc2ccc(S(=O)(=O)N3CCOCC3)cc2)c1

screen / no.	33	34	35	36	37	38	39	40
TbHK1 inh	2	-20	-12	-12	-7	0	5	-3
Furin inh	-21	-25	-21	-24	-13	-2[20 µM]	-21	-25
PPC-1+TRAIL kill	-3	-10	14	·	-2	·	39	2
PGE2 EP2 inh	13	10	0	19	3	·	7	29
Ba/F3 V617F tox	-3	-5	-2	-4	-1	4	1	0
p97 ATPase inh	2	4	7	-1	-2	-6	4	1
NCF1 inh	-7	-30	-4	-3	5	·	-49	-5
RBBP9 inhibitor	2	-9	-6	-5	1	-8	-14	-12
BaF3 parental	1	4	3	1	-1	6	5	5

41: CNC(=O)c1[nH]cnc1C(=O)N[C@@H](CCCCNC(=O)OC(C)(C)C)C(=O)OC(C)(C)C
42: COc1ccccc1-n1c(CNC(=O)c2ccco2)nnc1SCC(=O)Nc1cc(C)ccc1C
43: CCCc1ccc(Oc2cn[nH]c2-c2ccc(O)cc2O)cc1
44: O=c1[nH]c2ccc(Cl)cc2c(O)c1Cc1ccccc1
45: CCCOc1ccc(N2C(=O)CC(N3CCN(C(=O)c4ccco4)CC3)C2=O)cc1 (stereo unspecified)
46: OC(CN1CCN(Cc2ccc3c(c2)OCO3)CC1)c1c[nH]c2ccccc12 (stereo unspecified)
47: CC1=NN(C(=O)Cc2ccc(C)cc2)C(O)(c2cccnc2)C1 (stereo unspecified)
48: CCCS(=O)(=O)NCCc1cc2cc(C)c(C)cc2[nH]c1=O

screen / no.	41	42	43	44	45	46	47	48
TbHK1 inh	7	2	26	0	-1	6	-7	-15
Furin inh	-28	-22	-23[20 µM]	-19	-30	-14[20 µM]	-14[20 µM]	6[20 µM]
PPC-1+TRAIL kill	18	8	-3	7	11	-7	10	26
PGE2 EP2 inh	11	·	13	8	1	·	4	28
Ba/F3 V617F tox	1	2	-2	-4	-3	2	-4	-5
p97 ATPase inh	-2	2	6	7	4	2	2	-1
NCF1 inh	·	-5	-17	-16	7	1	-2	1
RBBP9 inhibitor	-4	-10	-7	-7	-2	-4	6	-8
BaF3 parental	1	6	7	-2	1	-1	-1	-2

49: O=c1[nH]c(=S)[nH]c2sccc12
50: c1cncc(-c2nnc(-c3cccnc3)nn2)c1
51: COc1cc(/C=N/NC(=O)CCn2cnc(-c3ccccc3)c2-c2ccccc2)ccc1O
52: CCO/N=C(\C)c1c(O)c(CC)c(-c2ccccc2)n(-c2ccccc2)c1=O

screen / no.	49	50	51	52
TbHK1 inh	-8	20	-12	3
Furin inh	-26	-14	-9	-8[20 µM]
PPC-1+TRAIL kill	7	13	12	10
PGE2 EP2 inh	15	·	8	14
Ba/F3 V617F tox	2	0	3	3
p97 ATPase inh	-1	-1	1	-8
NCF1 inh	-3	6	-14	-13
RBBP9 inhibitor	-5	3	-2	-8
BaF3 parental	5	-2	1	7
